# Source: PubChem BioAssay (Vanderbilt University)
# GIRK2 activator – Activators of human GIRK2-containing channels | AID 1259324 | 34,000 tested, under 10 active | HEK293 GIRK2/NPY4 cells, thallium flux fluorescence | P48051 | activation (% efficacy), % for hits at 37.5 µM;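 active = primary screen hit, no activity in plain HEK293 cells, and in GIRK2-only cells above 5% efficacy rising with concentration; inactive = the rest, including fluorescent compounds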;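 also: efficacy is normalized control-subtracted fluorescence 15 s after thallium addition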
# Target sequence (P48051 whole entry, looked up): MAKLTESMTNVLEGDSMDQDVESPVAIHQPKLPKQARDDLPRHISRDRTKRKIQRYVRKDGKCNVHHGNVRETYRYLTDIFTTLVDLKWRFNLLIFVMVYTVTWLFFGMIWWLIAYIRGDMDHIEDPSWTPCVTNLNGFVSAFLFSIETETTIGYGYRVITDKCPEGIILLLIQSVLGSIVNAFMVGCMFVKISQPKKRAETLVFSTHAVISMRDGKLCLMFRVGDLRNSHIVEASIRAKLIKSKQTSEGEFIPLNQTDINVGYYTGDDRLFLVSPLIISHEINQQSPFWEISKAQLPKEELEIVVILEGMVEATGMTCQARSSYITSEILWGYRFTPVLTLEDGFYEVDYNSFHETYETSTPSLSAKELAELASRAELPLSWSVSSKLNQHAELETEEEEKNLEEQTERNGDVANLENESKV
# Calls only; i = inactive. A portion of the library. The share of hits here may be higher or lower than overall.
SMILES,GIRK2 activator
CCCCOCC(O)CN1CCN(C(=O)OCC)CC1 (stereo not drawn),i
Cc1cc(O)c(C(c2ccccc2[N+](=O)[O-])c2c(O)cc(C)n(C)c2=O)c(=O)n1C,i
CCCCn1c(=O)c2c(nc3n(C4CCCC4)c(C)cn23)n(C)c1=O,i
COCCCn1c(N)c(S(=O)(=O)c2ccc(OC)cc2)c2nc3ccccc3nc21,i
O=C(NCCC(O)c1cccs1)C(=O)Nc1ccon1 (stereo not drawn),i
O=C(CSc1nc(CC(=O)N2CCN(c3ccccn3)CC2)cs1)c1ccccc1,i
CSCCn1c(=NC(=O)c2ccnn2C)sc2cc3c(cc21)OCO3,i
CN1C(=O)C(C)(C)COc2cc(NC(=O)c3ccno3)ccc21,i
COC1CCN(S(=O)(=O)c2ccc(OC(F)(F)F)cc2)CC1,i
CCn1c(=O)c2c(nc3n(CCCOC)c(C)c(C)n23)n(C)c1=O,i
CCOC(=O)c1ccccc1NC(=O)Cn1nc2n(c(=O)c1=O)CCN2c1ccc(F)cc1,i
COc1ccccc1OCC(=O)N(CCc1ccccc1)Cc1ccccn1,i
O=C(NCCOc1ccc(F)cc1)C(=O)Nc1cc(F)ccc1F,i
Cc1cccc(-n2nc3c(c2NC(=O)C(=O)NCCCN2CCCC2=O)CS(=O)(=O)C3)c1,i
Cc1cc(NC(=O)C2CCCN2S(=O)(=O)c2cccs2)n(C(C)C)n1 (stereo not drawn),i
CC1CNc2ccccc2N(Cc2ccccc2Cl)C1=O (stereo not drawn),i
CC(=O)Nc1nnc(CCS(=O)(=O)c2ccccc2)o1,i
COCCN1CCC(CNS(=O)(=O)c2ccc(OC)c(C)c2)CC1,i
O=C(NCCOc1ccc2nnc(-c3ccccc3)n2n1)C1(c2cccs2)CCCC1,i
O=C(NCC1CCN(C(=O)COc2ccccc2)CC1)C(=O)Nc1ccccc1Cl,i
CS(=O)(=O)N1CCC(C(=O)Nc2cccc(Cl)c2Cl)CC1,i
CCC(CC)C(=O)NCCOc1ccc2nnc(-c3ccc(F)cc3)n2n1,i
CC(C)c1nnc(C2CCN(C(=O)/C=C/c3ccccc3Cl)CC2)o1,i
C#CCn1c(=NC(=O)C2CCCN(S(C)(=O)=O)C2)sc2cc(CC)ccc21 (stereo not drawn),i
O=C(Cn1cc(-c2nnc(-c3ccccc3)o2)c2ccccc21)NC1CCCC1,i
COc1ccc(OCC(O)CN(c2c(C)cc(C)cc2C)S(C)(=O)=O)cc1 (stereo not drawn),i
COc1ccc(-c2c(NCc3ccccc3)oc3c2c(=O)n(C)c(=O)n3C)cc1OC,i
CCCNC(=O)Cn1nc2c(c1NC(=O)c1cc(-c3ccccc3)on1)CSC2,i
CCOC(=O)Nc1cc(-c2ccco2)nn1-c1nc(-c2ccccc2)cc(=O)[nH]1,i
Cn1cccc1C(O)CNS(=O)(=O)c1cc(Cl)ccc1Cl (stereo not drawn),i
O=C(NCC(O)c1ccc(C(F)(F)F)cc1)c1ccc(Cl)s1 (stereo not drawn),i
Cc1cccc(NS(=O)(=O)c2cc(C)c(Cl)cc2Cl)n1,i
CSC(SC)=C1C(=O)OC(C)(C)OC1=O,i
COc1ccccc1-c1nnc2ccc(OCCNS(C)(=O)=O)nn12,i
CC(C)c1cc(=O)n(CC(=O)N2CCN(c3ccc(F)cc3)CC2)cn1,i
O=C(CCc1csc(NC(=O)c2ccc(Cl)cc2)n1)Nc1ccc(F)cc1,i
O=C(Cc1ccccc1Cl)Nc1ccc(-c2ccc3nncn3n2)cc1,i
N#Cc1ccccc1Cn1cc(-c2nc(-c3cnccn3)no2)ccc1=O,i
NC(=O)c1ccc(NC(=O)Cc2csc(SCC(=O)c3ccccc3)n2)cc1,i
COc1ccc(-c2csc(CN3CCN(C(=O)CCn4cnc5ccccc5c4=O)CC3)n2)cc1,i
Cc1ccc(CNC(=O)C(=O)Nc2ccc(N3CCCC3=O)c(C)c2)cc1,i
Cc1ccc(NS(=O)(=O)c2cccc([N+](=O)[O-])c2)cc1N1CCCCC1=O,i
O=S(=O)(NCCCCN1CCOC(c2ccccc2)C1)c1ccc(F)c(Cl)c1 (stereo not drawn),i
COc1cn(CC(=O)Nc2cccc(Cl)c2)c(CSc2nnnn2C)cc1=O,i
O=C(Cc1c[nH]c2ccccc12)N1CCN(c2ccc(N3CCCC3)nn2)CC1,i
Cc1cc(-c2nnc(NC(=O)c3ccc(Cl)s3)o2)nn1C,i
O=C(C1CCCN(c2ccc(-c3ccc(Cl)cc3)nn2)C1)N1CCOCC1 (stereo not drawn),i
CC(=O)Nc1ccc(NC(=O)Cn2cc(-c3ccccc3)c(N3CCOCC3)n2)cc1,i
O=C(Nc1ccc2cn[nH]c2c1)c1ccccc1C(F)(F)F,i
COc1cc(C(=O)N2CCN(c3ccc(NCC4CCCO4)nn3)CC2)cc(OC)c1OC (stereo not drawn),i
CC(=O)N1CCN(Cc2nc(-c3cccs3)cs2)CC1,i
Cc1cccc(OC(C)C(=O)N2CCN(c3ccc4nncn4n3)CC2)c1C (stereo not drawn),i
O=C(Cc1cc(-c2cccs2)on1)Nc1cccc(C(F)(F)F)c1,i
O=S(=O)(C1CCCCC1)N1CCN(CCn2ccnc2)CC1,i
CC(C)(C)c1ccc(NC(=O)N(Cc2ccccn2)Cc2ccco2)cc1,i
CCc1nnsc1C(=O)Nc1cc(C)ccc1C,i
O=C(NCCc1ccccc1)NCC1CCN(C(=O)COc2ccccc2)CC1,i
Cc1cc(C(=O)Nc2nccs2)nn1C(C)C,i
CC(=O)c1cccc(S(=O)(=O)N2CCN(C(=O)c3cnn4ccccc34)CC2)c1,i
O=C(Nc1ccc2c(c1)OCCO2)N1CCN(c2ccc(Nc3ccncc3)nn2)CC1,i

# Next section
SMILES,GIRK2 activator
COc1ccc(Cl)cc1C(=O)NCCn1nc(-c2ccccc2)n(C)c1=O,i
O=C(c1ccco1)N1CCC(COCc2ccccc2)CC1,i
COc1ccc(-c2noc(Cn3ccn(-c4ccccc4OC)c(=O)c3=O)n2)cc1,i
COc1ccc(CCC(=O)NCC(c2ccc(C)cc2)N2CCOCC2)cc1 (stereo not drawn),i
Cc1n[nH]c(C)c1S(=O)(=O)NCCOc1ccc2nnc(-c3ccccc3)n2n1,i
COc1cccc(CNC(=O)C(=O)Nc2ccc(F)c([N+](=O)[O-])c2)c1,i
COc1ccccc1C(=O)N1CCN(c2ccc(-c3ccc4c(c3)OCO4)nn2)CC1,i
COc1cccc(NC(=O)NCCNc2cc(N(C)C)nc(C)n2)c1,i
Cc1cc(S(=O)(=O)N2CCN(c3ccc(-c4ccccc4)nn3)CC2)ccc1F,i
COc1ccc(NC(=O)C2CCN(c3cnc4ccccc4n3)CC2)cc1Cl,i
O=C(Nc1ccc2c(c1)OCCO2)C1CN(c2nc3c(F)cccc3s2)C1,i
CCOc1ccc(-c2ccc(=O)n(CCNC(=O)COc3ccc(C(=O)c4ccccc4)cc3)n2)cc1,i
COc1ccc(S(=O)(=O)N2CCC(C(=O)Nc3sccc3C(N)=O)CC2)cc1,i
O=C(Nc1ccc(Br)cc1)c1ccc(=O)n(Cc2cccc([N+](=O)[O-])c2)c1,i
COC(=O)c1ccc(C(=O)NCC2CCN(C(=O)Nc3ccc(F)cc3)CC2)cc1,i
O=C(NCC(c1ccsc1)N1CCCCCC1)c1c(F)cccc1Cl (stereo not drawn),i
COc1ccc(NC(=O)N2CCN(c3cc(OC)nc(OC)n3)CC2)cc1,i
COc1ccc(S(=O)(=O)CCC(=O)N(CCN(C)C)c2nc3c(Cl)cccc3s2)cc1,i
CCCOc1ccc(-n2nnc(C(=O)NCCc3ccccc3)c2C)cc1,i
Cn1nc(-c2ccc(NS(=O)(=O)c3ccc(OC(F)(F)F)cc3)cc2)ccc1=O,i
C#CCSc1c(C)cnc2c1c(=O)n(C)c(=O)n2C,i
Cn1cccc(C(=O)NCC2CCN(S(C)(=O)=O)CC2)c1=O,i
Cn1c(=O)c2c(nc3n(-c4ccccc4F)c(-c4ccccc4)cn23)n(C)c1=O,i
Cn1c(C(F)(F)F)nn(CCNC(=O)C2c3ccccc3Oc3ccccc32)c1=O,i
CC(C)S(=O)(=O)c1ccc(C(=O)Nc2ccccc2-c2nc3ccccc3[nH]2)cc1,i
COc1ccccc1CC(=O)N1CCN(c2ccc(-c3ccccn3)nn2)CC1,i
COc1ccc(C(CNS(=O)(=O)c2ccc(Br)cc2)N2CCN(C)CC2)cc1 (stereo not drawn),i
CN(C)CCNC(=O)C(=O)Nc1c2c(nn1-c1cccc(Cl)c1)CSC2,i
Cc1nnsc1C(=O)NCC(O)c1ccc(C(F)(F)F)cc1 (stereo not drawn),i
O=C(NCCN1CCC(c2cccs2)CC1)NCc1ccccc1,i
COc1ccccc1C(=O)N1CCN(c2ccc(NCC3CCCO3)nn2)CC1 (stereo not drawn),i
Cc1ccc(-c2ccc(=O)n(CCCNC(=O)Nc3ccc4c(c3)OCCO4)n2)cc1,i
COc1cc(Br)cc2cc(C(=O)CS(=O)(=O)c3ccc(C(C)(C)C)cc3)c(=O)oc12,i
CCCNC(=O)CCCCn1c(=O)c2ccccc2n(CC(=O)N2CCOc3ccc(C)cc32)c1=O,i
Cc1nn(C2CCS(=O)(=O)C2)c2nc(-c3ccccc3)cc(C(=O)NC3CCCCCC3)c12 (stereo not drawn),i
Cc1noc(C)c1S(=O)(=O)NCC(O)c1cccn1C (stereo not drawn),i
CCCNC(=O)C(=O)NCC1CCN(Cc2ccccc2)CC1,i
O=C(CCOc1ccccc1)N(CCN1CCOCC1)c1nc2c(F)cccc2s1,i
COc1ccc(C)cc1NC(=O)CCc1csc(NC(=O)c2cccs2)n1,i
O=C(Nc1cccc(N2CCCCC2=O)c1)C(=O)NC1CCCCCC1,i
COCC(C)(O)CNC(=O)c1ccc(Cl)cc1 (stereo not drawn),i
COc1ccccc1CNC(=O)C(=O)NCC1CCN(C)CC1,i
COc1ccccc1N1CCN(C(=O)CN2C(=O)c3ccccc3S2(=O)=O)CC1,i
CNC(=O)Cc1ccc(NS(=O)(=O)c2ccc(OC)c(Cl)c2)cc1,i
CC1CCCCN1CC(O)COc1ccc(C(C)(C)C)cc1 (stereo not drawn),i
COc1cccc(-c2cc(CC(=O)NCCc3ccccc3)no2)c1,i
COC(=O)c1ccc(NC(=O)Cn2c(=O)n(C(C)C)c(=O)c3nscc32)cc1,i
N#Cc1ccc(Cl)cc1NC(=O)C(=O)NCC1CCN(Cc2cccs2)CC1,i
O=C(COc1ccc(Cl)cc1Cl)NCCCCN1CCOC(c2ccccc2)C1 (stereo not drawn),i
CC(c1ccccc1)N1C(=O)C(O)=C(C(=O)C2CC2)C1c1ccccc1 (stereo not drawn),i
COCCN1CCC(CNS(=O)(=O)c2ccc(OC)cc2)CC1,i
CCN(C(=O)C1CCN(c2ccc(-c3cccs3)nn2)CC1)c1ccccc1,i
O=C(CN1CCC(C(=O)NCC2CCCO2)CC1)Nc1ccc(F)cc1 (stereo not drawn),i
Cc1ccc(NC(=O)C(=O)NCc2ccccn2)cc1N1CCCC1=O,i
COc1cc(NC(=O)NCC2(O)CCCC2)cc(OC)c1,i
COc1ccc(CNC(=O)c2ccc3c(c2)OCO3)c(OC)c1,i
Cn1c(C2CC(=O)N(C3CCCCC3)C2)nc2ccccc21 (stereo not drawn),i
N#CC1(c2cccs2)CCOCC1,i
COc1cccc2sc(N(CCCN(C)C)C(=O)c3cc(C)nn3C)nc12,i
CC(C)N(C(=O)c1nc(-c2cnccn2)no1)C(C)C,i

# New compounds follow:
SMILES,GIRK2 activator
COC1CCN(S(=O)(=O)c2cccs2)CC1,i
COc1cc(C(=O)NCC#CCOc2cccc(C(F)(F)F)c2)cc(OC)c1OC,i
CCC(C(=O)N1CCN(c2ncnc3c2nnn3C)CC1)c1ccccc1 (stereo not drawn),i
Cc1cccc(NC(=O)C(=O)NCC(C)(O)c2ccc(-c3ccccc3)cc2)c1 (stereo not drawn),i
CCOc1ccccc1NC(=O)c1n[nH]nc1Nc1cccc(F)c1,i
COc1ccc(Cl)cc1NC(=O)C(=O)NCC(c1cccc2ccccc12)N1CCCC1 (stereo not drawn),i
COc1ccc(S(=O)(=O)CC(=O)Nc2nc3c(Cl)cccc3s2)cc1,i
COCC(=O)Nc1ccc2c(c1)N(C(=O)C1CC1)CC2,i
O=C(NCc1ccc(F)cc1)N1CCC(c2nnc(C3CC3)o2)CC1,i
CCc1nc(-c2ccc(N3CCN(C(=O)c4cnccn4)CC3)nc2)no1,i
CCn1nc(C(=O)Nc2ccc(-c3nc4ccccc4[nH]3)cc2)cc1C,i

# Reprinted at random: 2 compounds from above, in no set order.
SMILES,GIRK2 activator
O=C(C1CCCN(c2ccc(-c3ccc(Cl)cc3)nn2)C1)N1CCOCC1 (stereo not drawn),i
CC1CNc2ccccc2N(Cc2ccccc2Cl)C1=O (stereo not drawn),i

# Molecules above that have a thiophene ring, fused or not:
SMILES,GIRK2 activator
O=C(NCCC(O)c1cccs1)C(=O)Nc1ccon1 (stereo not drawn),i
Cc1cc(NC(=O)C2CCCN2S(=O)(=O)c2cccs2)n(C(C)C)n1 (stereo not drawn),i
O=C(NCCOc1ccc2nnc(-c3ccccc3)n2n1)C1(c2cccs2)CCCC1,i
O=C(NCC(O)c1ccc(C(F)(F)F)cc1)c1ccc(Cl)s1 (stereo not drawn),i
Cc1cc(-c2nnc(NC(=O)c3ccc(Cl)s3)o2)nn1C,i
CC(=O)N1CCN(Cc2nc(-c3cccs3)cs2)CC1,i
O=C(Cc1cc(-c2cccs2)on1)Nc1cccc(C(F)(F)F)c1,i
COc1ccc(S(=O)(=O)N2CCC(C(=O)Nc3sccc3C(N)=O)CC2)cc1,i
O=C(NCC(c1ccsc1)N1CCCCCC1)c1c(F)cccc1Cl (stereo not drawn),i
O=C(NCCN1CCC(c2cccs2)CC1)NCc1ccccc1,i
COc1ccc(C)cc1NC(=O)CCc1csc(NC(=O)c2cccs2)n1,i
N#Cc1ccc(Cl)cc1NC(=O)C(=O)NCC1CCN(Cc2cccs2)CC1,i
CCN(C(=O)C1CCN(c2ccc(-c3cccs3)nn2)CC1)c1ccccc1,i
N#CC1(c2cccs2)CCOCC1,i
COC1CCN(S(=O)(=O)c2cccs2)CC1,i
